Assay outcomes: PubChem BioAssay, The Scripps Research Institute Molecular Screening Center
FXN GAA850 act = FXN promoter activators, primary screen, cell-based, luciferase luminescence, HEK293 lucGAA850; activation, % at 6 µM; AID 540364, 2011; hit rate 0.56% among 360,000; HEK293 lucGAA850 FXN promoter luciferase reporter, 24 h; percent of 10 µM SAHA response;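 active = activation above the average of all compounds screened plus 3 SD, cutoff fixed separately per campaign, cut at about 7.5% in these data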;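 note: 0% = DMSO wells and 100% = 10 µM SAHA wells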
DAX1 inh = DAX1 (NR0B1) inhibitors, primary screen, cell-based, HEK293, Gal4-DAX1, luciferase luminescence. HEK293 Gal4-DAX1 luciferase reporter. hit rate 0.99% among 340,000. Nuclear receptor subfamily 0 group B member 1 (Homo sapiens), P51843. AID 504766, 2011. inhibition, % at 6.75 µM;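 active = inhibition above the mean over all tested compounds plus 3 SD, cut at about 4.2% in these data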;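 note: 0% = DAX1-transfected cells with DMSO and 100% = empty-vector control cells with DMSO; inhibition shows as a rise in luminescence from relieved DAX1 repression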
Target sequence (P51843 207-470 limits assumed): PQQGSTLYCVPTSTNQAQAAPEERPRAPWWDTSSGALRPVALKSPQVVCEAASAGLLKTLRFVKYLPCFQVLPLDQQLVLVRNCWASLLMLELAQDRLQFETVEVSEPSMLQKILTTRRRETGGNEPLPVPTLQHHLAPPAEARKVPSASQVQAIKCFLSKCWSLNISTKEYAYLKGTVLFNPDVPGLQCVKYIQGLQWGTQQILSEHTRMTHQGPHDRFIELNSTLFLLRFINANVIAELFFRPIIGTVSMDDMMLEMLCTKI
Active calls of the source: *. The list is partial; count on the stated rates, not on these rows.

Every second line gives: FXN GAA850 act, DAX1 inh
CN(C)CCC(C(=O)c1ccccc1)c1ccccn1 (stereo not given)
→ -0.4, 1.2
O=C(O)c1ccccc1N=Nc1c(O)[nH]c2ccc([N+](=O)[O-])cc12
→ 0.8, 1.9
Cc1ccnc(NS(=O)(=O)c2ccc3ccccc3c2)n1
→ 0.5, 0.3
Cc1cccc(-c2oc3ccc(-c4ccc5c(c4)OCO5)cc3c2/C=C/c2ccc(N)cc2)c1
→ 0.8, 0.8
O=C(O)CCc1ccc(-c2cccs2)o1
→ 0.8, 0.9
CCN(c1ccc(OC)cc1)S(=O)(=O)c1nnc(NC(=O)COc2ccc(C)cc2)s1
→ 3.1, 1.3
COCC(O)CSc1nc(C)[nH]c1[N+](=O)[O-] (stereo not given)
→ -0.1, 0.6
N=c1sccn1CC(=O)Nc1cc(Cl)ccc1Oc1ccccc1
→ -0.4, -0.6
CCC(=O)NC(c1ccccc1OC)c1ccc2cccnc2c1O (stereo not given)
→ -13.0, -2.6
CC(C)(C)C1CCc2c(sc(N)c2C(N)=O)C1 (stereo not given)
→ -1.0, -1.9
CCN(CC)c1ccc(/C=C(\C#N)C(=O)NCc2ccccc2)cc1
→ -0.3, -2.3
CCOc1ccc2nc3cc(NCc4ccc(OC)cc4)ccc3c(N)c2c1
→ -3.1, -0.4
Cc1ccc(C(=O)CN2/C(=C(\O)c3ccccc3)C(=O)c3ccccc3S2(=O)=O)c(C)c1
→ -1.3, -0.2
CSc1ccccc1NC(=O)CN1CCN(Cc2ccccc2)CC1
→ 0.3, 0.7
COc1ccc2nc(C)cc(Nc3ccc(C(=O)O)cc3)c2c1
→ 1.1, 1.1
CCc1ccc(NC(=O)C2CCCN(S(=O)(=O)c3cnc[nH]3)C2)cc1 (stereo not given)
→ 0.3, -0.2
Oc1cc(-c2ccc(N3CCCCC3)nc2)cc2cccnc12
→ 1.1, 5.6*
CN1CCN(C(c2cccnc2)c2ccc3cccnc3c2O)CC1 (stereo not given)
→ 1.0, 0.9
COc1ccc(C2c3ccc4ccccc4c3Oc3ncn(CCO)c(=N)c32)cc1 (stereo not given)
→ -0.1, 1.0
CC(=O)N1[C@H](Cc2ccccc2)C=C[C@]1(C)C(=O)NCc1ccc(C)o1
→ 0.7, 0.7
O=C(O)COc1ccc(Br)cc1/C=N\Nc1ccccn1
→ 1.6, 4.7*
O=C(Nc1nnc(-c2ccc(F)cc2)o1)c1ccc(S(=O)(=O)N2CCOCC2)cc1
→ 0.7, 0.1
Cc1cccn2c(=O)c(C=Nc3ccccc3)c(NCc3ccco3)nc12
→ 0.9, 0.3
CN(Cc1ccco1)Cc1ccc(O)c2ncccc12
→ 1.1, 1.2
O=C(/C=C\c1ccccc1)NCC(=O)N/N=C/c1ccc(O)cc1O
→ 0.3, -0.9
O=C(NCCc1cccc(Cl)c1)c1cc2ccccc2oc1=O
→ 0.1, 1.4
Oc1ccc(CNc2ccccc2)c2cccnc12
→ -0.3, -0.1
CCN(CC)S(=O)(=O)c1cc(NC(=O)CNc2cccc(S(=O)(=O)N3CCCC3)c2)ccc1C
→ -6.0, -3.3
CCSc1nnc2c3cc(CC)ccc3n(C)c2n1
→ 3.9, 1.2
Cc1ccc(C(=O)Nc2cccc(C(=O)O)c2)cc1S(=O)(=O)N1CCCCC1
→ 1.2, -3.0
Cc1nnnn1/C(=C\c1ccccc1)C(=O)OCC(=O)N(C)C1CCS(=O)(=O)C1 (stereo not given)
→ 2.3, 0.8
Cc1cc(OCC(=O)N2CCC(C(N)=O)CC2)c2c(C)c(C)c(=O)oc2c1
→ 2.9, 3.7
CCC(=O)NC(c1ccc(C)cc1)c1cc(Cl)c2cccnc2c1O (stereo not given)
→ -5.3, -0.4
N#CCn1cnc2c(oc3ccccc32)c1=O
→ 1.5, 0.5
O=C(COc1ccc(Br)cc1Br)NC(=S)N1CCCc2ccccc21
→ 1.6, 0.3
C#CCOCCOCCOCCNc1nc(N2CCN(C(=O)[C@H](CCCCN)n3cc(C(N)[C@H](C)CC)nn3)CC2)nc(N2CCN(C(=O)[C@H](CCC(=O)O)n3cc(C(N)[C@H](C)CC)nn3)CC2)n1 (stereo not given in full)
→ -0.4, 2.4
CC(=O)c1cc(-c2ccccc2)n(CCC(=O)NC(C)(C)C)c1C
→ 0.5, 0.3
NC(=S)N/N=C/c1ccccc1OCc1cccc(Cl)c1
→ -1.8, -0.6
CCC(c1ccc(O)c(O)c1)C(CC)c1ccc(O)c(O)c1 (stereo not given)
→ 1.3, 1.6
CCCCC1=CC2=C(c3ccco3)C(=O)C(C)(OC(=O)c3ccc(OC)cc3)C(=O)C2=CN1c1ccccc1 (stereo not given)
→ 3.4, 0.3

Three compounds from above, ordered by molecular weight, lowest first:
Every second line gives: FXN GAA850 act, DAX1 inh
O=C(O)COc1ccc(Br)cc1/C=N\Nc1ccccn1
→ 1.6, 4.7*
O=C(COc1ccc(Br)cc1Br)NC(=S)N1CCCc2ccccc21
→ 1.6, 0.3
CCCCC1=CC2=C(c3ccco3)C(=O)C(C)(OC(=O)c3ccc(OC)cc3)C(=O)C2=CN1c1ccccc1 (stereo not given)
→ 3.4, 0.3

The results go on:
Every second line gives: FXN GAA850 act, DAX1 inh
CC(=O)N1CCc2cc(S(=O)(=O)NCCC(=O)Nc3ccc4c(c3)OCCO4)ccc21
→ 4.7, 1.0
C=CC(=O)Nc1cccc(Nc2nc(N[C@H]3CC[C@H](N(C)C)CC3)nc3c2ncn3C(C)C)c1
→ -13.9, -5.4
COc1cccc(NC(=O)CN(C)C(=O)c2cccnc2Nc2cccc(C(F)(F)F)c2)c1
→ 4.5, -0.4
COc1ccc(C2/C(=C(/O)c3ccc(F)cc3)C(=O)C(=O)N2CCCN2CCOCC2)cc1OC (stereo not given)
→ 1.7, -0.2
CCN(CC)c1ccc(NC(=O)Nc2cccc3ccccc23)cc1
→ 2.9, 0.2
N#Cc1cccc(NC(=O)Cn2cnc(S(=O)(=O)N3CCOCC3)c2)c1
→ 0.5, 0.4
CCCOc1ccc(C(=O)CCNC(Cc2c[nH]c3ccccc23)C(=O)O)cc1 (stereo not given)
→ 3.5, 0.2
C=CCn1c(SCC(=O)N2CCOCC2)nc2scc(-c3ccco3)c2c1=O
→ 2.3, 0.1
Cc1[nH]c(=O)[nH]c(=O)c1S(=O)(=O)N1CCCC(C(=O)NCCc2ccc(Cl)cc2)C1 (stereo not given)
→ 1.5, 0.3
CC1(OC(=O)C2CCCC2)C(=O)C=C2C=C(c3ccsc3)N(Cc3ccco3)C=C2C1=O (stereo not given)
→ 2.6, 0.9
C#CCOCCOCCOCCNc1nc(N2CCN(C(=O)[C@H](CCC(=O)O)n3cc(C(N)CC(C)C)nn3)CC2)nc(N2CCN(C(=O)[C@H](Cc3cc4ccccc4[nH]3)n3cc(C(N)CC(C)C)nn3)CC2)n1 (stereo not given in full)
→ 0.1, 0.2
CN1CCN(C2=CC3=CC(=C(C#N)C#N)CCC3CC2)CC1 (stereo not given)
→ -1.3, -1.1
c1ccc(CSc2nnc3c(n2)OC(c2ccco2)Nc2ccccc2-3)cc1 (stereo not given)
→ 2.3, 1.2
C#CCOCCOCCOCCNc1nc(N2CCN(C(=O)[C@H](CCCCN)n3cc(CCCC)nn3)CC2)nc(N2CCN(C(=O)[C@H](Cc3ccc(O)cc3)n3cc(CCO)nn3)CC2)n1
→ -0.8, 1.1
Cc1ccc(NC2CCCN(C(=O)c3ccc(C)c(N4CCNC4=O)c3)C2)cc1C (stereo not given)
→ 1.2, -0.2
Cc1cc(OC(C)C(=O)N(Cc2ccco2)C2CCS(=O)(=O)C2)ccc1Cl (stereo not given)
→ 11.7*, -0.8
CC1CCN(S(=O)(=O)c2cn(CC(=O)N3CCN(c4cccc(C(F)(F)F)c4)CC3)cn2)CC1
→ 0.7, 0.8
Cc1cccc(NS(=O)(=O)c2cccc3nonc23)c1
→ 1.3, 0.3
Cc1ccccc1SCC(=O)Nc1cc(C(F)(F)F)ccc1N1CCOCC1
→ 0.1, -0.2
COc1ccccc1N1CCN(C(=O)c2noc(C(C)C)c2[N+](=O)[O-])CC1
→ 1.7, -0.4

Compounds above containing a cyano group:
Every second line gives: FXN GAA850 act, DAX1 inh
CCN(CC)c1ccc(/C=C(\C#N)C(=O)NCc2ccccc2)cc1
→ -0.3, -2.3
N#CCn1cnc2c(oc3ccccc32)c1=O
→ 1.5, 0.5
N#Cc1cccc(NC(=O)Cn2cnc(S(=O)(=O)N3CCOCC3)c2)c1
→ 0.5, 0.4
CN1CCN(C2=CC3=CC(=C(C#N)C#N)CCC3CC2)CC1 (stereo not given)
→ -1.3, -1.1

The list continues.
Every second line gives: FXN GAA850 act, DAX1 inh
CCCCCCCNC(=O)C1(CC2CC(c3ccc(Cl)cc3)=NO2)CCN(C(=O)C2(C)CC2)CC1 (stereo not given)
→ -1.4, -0.2
O=C(O)CN1C(=O)/C(=C\c2cn(-c3ccccc3)nc2-c2ccccc2)SC1=S
→ 1.1, 0.8
Cc1nc2ccccc2c2oc(C(=O)N3CCC(N4CCCCC4)CC3)cc12
→ 1.2, 2.0
COc1ccc(OC)c(Nc2nc(-c3ccc(O)c(O)c3)cs2)c1
→ 6.4, -1.9
CCN(CC)C(=O)NCc1c(C)cc(C)cc1C
→ 0.9, -0.4
Cc1cc(=O)oc2cc(NC(=O)c3ccnn3C)ccc12
→ 3.3, 0.3
O=C(CSc1nnc(-c2ccccc2)c2ccccc12)NCC1CCCO1 (stereo not given)
→ -1.1, -1.1
Cc1ccc(S(=O)(=O)N2[C@@H](c3ccc(Cl)c(Cl)c3)C(C(=O)O)=C[C@H]2C(C)(C)C)cc1
→ -2.3, -0.7
CCOc1cc(/C=N/N=C2/NC(=O)C(CC(=O)O)S2)ccc1OCc1ccc(Cl)cc1Cl (stereo not given)
→ 1.5, -0.3
CC(=O)c1ccc(NC(=O)CCS(=O)(=O)c2ccc3c(c2)n(C)c(=O)c(=O)n3C)cc1
→ 1.3, 4.8*
CCOC(=O)c1cccc(C2=CC(=O)C[C@H](c3ccc(OC)cc3)C2)c1
→ 1.3, 0.3
Cc1ccccc1NC(=O)c1ccc(NC(=O)C2CCCO2)cc1 (stereo not given)
→ 2.3, -1.0
C[C@@H]1CC[C@]2(C(=O)O)CC[C@]3(C)C(=CCC4[C@]56CC[C@@](O)(OC5)C(C)(C)C6CC[C@]43C)C2[C@H]1C (stereo not given in full)
→ -2.5, -2.8
Nc1nnc(SCc2ccccc2Cl)s1
→ 1.0, 0.0
CCOC(=O)C1CCN(c2ncnc3c2cnn3C)CC1
→ 0.7, 1.3
Cn1nc(-c2ccc(Cl)cc2)c2cc(C(=O)NCCCN3CCOCC3)sc21
→ 2.2, 2.7
COc1cccc(CNS(=O)(=O)c2ccc3c(c2)C(C)(C)C(=O)N3C)c1
→ 1.9, 1.7
COCCNc1oc(-c2ccco2)nc1S(=O)(=O)c1ccccc1
→ 0.5, 0.3
CC(C)n1cnc2c(NCc3ccccc3)cc(OCC3CCN(C)CC3)cc21
→ 0.0, 0.9
Clc1cccc(N2CCN(CCNc3nc4ccccc4n4cnnc34)CC2)c1
→ -0.2, 0.1
Cc1cc(C)cc(NC(=O)Nc2c(Br)cnn2C)c1
→ -0.7, -0.8
CCOC(=O)C1=C(C)Nc2sc(C(=O)c3ccc(Br)cc3)c(N)c2C1c1ccc(C(=O)OC)cc1 (stereo not given)
→ -3.8, -1.2
Cc1cc(-n2c(C)cc(C(=O)COc3ccc(F)c(F)c3)c2C)no1
→ 2.6, -0.3
COc1ccc2nc(NC(=O)c3ccc4ncsc4c3)sc2c1
→ 2.8, 1.1
Cc1ccc(S(=O)(=O)CCc2nnc(NC(=O)c3ccco3)s2)cc1
→ 1.0, 1.4
Cc1ccccc1NC(=O)CSc1nnc(-c2ccco2)c(-c2ccco2)n1
→ -2.7, -0.5
CC(C)C(=O)N1CCN(c2ccccc2NC(=O)c2ccc3c(c2)OCCO3)CC1
→ 2.5, 0.0
Cc1n[nH]c(C)c1Sc1ccccc1N=Cc1cc(Cl)cc([N+](=O)[O-])c1O
→ 0.1, -0.4
CN(CC(=O)Nc1cccc(F)c1)C(=O)c1cc2c(s1)CCCCC2
→ 0.2, -0.6
COc1ccc(/C=C/C(=O)c2ccccc2O)cc1CN1CCOCC1
→ -4.2, -0.6
CCCCOc1ccc(C(=O)NNC(=S)NC(=O)CC)cc1
→ -0.2, -1.6
CC(C)(C)c1ccc(C(=O)N/C(N)=N/c2nc3ccccc3o2)cc1
→ 0.7, 0.9
COc1ccc(S(=O)(=O)N(n2c(C)nnc2-n2nc(C)cc2C)S(=O)(=O)c2ccc(OC)cc2)cc1
→ 1.2, -0.2
Nc1ncnc2c1ncn2[C@@H]1O[C@H](CNCC#Cc2ccccc2)[C@@H](O)[C@H]1O
→ 1.1, -0.9
O=C(Nc1ccccc1N1CCN(C(=O)c2ccc(Cl)cc2)CC1)c1ccc([N+](=O)[O-])o1
→ 0.0, -1.4
CCCCCCCCCCNC(=O)C(=O)Nc1ccccn1
→ -0.3, -0.3
C/C(=N/NC(=O)c1ccc(Cl)cc1Cl)c1cccnc1
→ 0.9, 2.1
O=C(Cn1cnc(S(=O)(=O)N2CCCCC2)c1)NCc1ccco1
→ 0.3, -0.4
Cc1ccc(-n2nc3c(N4CCC(C(=O)NCc5ccccc5C)CC4)nnc(C)c3c2C)cc1
→ -0.7, -0.3
